Screens: PubChem, National Center for Advancing Translational Sciences (NCATS)
ALOX12 inhib = qHTS Assay for Inhibitors of 12-hLO (12-human lipoxygenase) | purified 12-hLO, xylenol orange hydroperoxide absorbance | Potency, µM (top dose mostly 57.1 µM), without a hit: at the top dose activity change, negative = inhibition, actives largely listed as inhibitors | 150,000 compounds, 0.12% hits; also: potency is read from the fitted curve at half-maximal effect; nearly all actives have a fitted effect of over 55% in size; many of its hits are not listed in these tables
Target sequence (P18054 whole entry, looked up): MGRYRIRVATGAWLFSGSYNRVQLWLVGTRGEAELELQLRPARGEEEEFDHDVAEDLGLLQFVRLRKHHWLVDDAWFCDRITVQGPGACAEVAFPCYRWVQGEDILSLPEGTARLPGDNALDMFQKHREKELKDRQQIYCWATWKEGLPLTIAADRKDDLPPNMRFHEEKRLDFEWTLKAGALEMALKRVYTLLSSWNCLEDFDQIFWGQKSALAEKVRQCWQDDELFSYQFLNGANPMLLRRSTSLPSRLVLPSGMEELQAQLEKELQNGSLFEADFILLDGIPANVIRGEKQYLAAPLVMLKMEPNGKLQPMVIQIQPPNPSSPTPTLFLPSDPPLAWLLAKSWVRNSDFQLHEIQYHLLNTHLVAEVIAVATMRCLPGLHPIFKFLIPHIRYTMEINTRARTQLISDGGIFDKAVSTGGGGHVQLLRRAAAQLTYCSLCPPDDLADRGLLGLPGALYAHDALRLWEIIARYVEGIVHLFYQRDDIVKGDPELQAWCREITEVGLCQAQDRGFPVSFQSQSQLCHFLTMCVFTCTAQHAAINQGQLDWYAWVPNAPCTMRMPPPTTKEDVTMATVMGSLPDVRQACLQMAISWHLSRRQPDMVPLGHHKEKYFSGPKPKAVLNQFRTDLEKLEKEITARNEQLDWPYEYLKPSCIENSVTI
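Purified human 12hLO (150 nM final) was preincubated with compounds for 15 min at room temperature in 25 mM Hepes pH 7.0, 0.01% Triton X-100, then reacted with 40 uM arachidonic acid for 30 min. Hydroperoxide was detected with ferrous iron/xylenol orange.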
IMPase cell inh = qHTS Assay for Identifying the Cell-Membrane Permeable IMPase Inhibitors | CHO-M1 cells, IP1 accumulation, HTRF TR-FRET ratio | inhibition (IP1 accumulation), % at 46.1 µM | 120,000 tested, under 10 active; active = well fitted curve in the direction sought with a large enough effect in the signal ratio, not every such curve was filed as active; inconclusive = small, poorly fitted or top-dose-only effect, or a change in a side signal; inactive = no such curve, though single readings can be large or run the other way; the % refers to the signal ratio;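 also: cells stimulated with carbachol in lithium chloride buffer; plate controls were DMSO basal wells for no effect and reference inhibitor wells for full effect; higher means more IMPase inhibition seen as more IP1 and lower FRET ratio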
Target sequence (P97697 whole entry, looked up): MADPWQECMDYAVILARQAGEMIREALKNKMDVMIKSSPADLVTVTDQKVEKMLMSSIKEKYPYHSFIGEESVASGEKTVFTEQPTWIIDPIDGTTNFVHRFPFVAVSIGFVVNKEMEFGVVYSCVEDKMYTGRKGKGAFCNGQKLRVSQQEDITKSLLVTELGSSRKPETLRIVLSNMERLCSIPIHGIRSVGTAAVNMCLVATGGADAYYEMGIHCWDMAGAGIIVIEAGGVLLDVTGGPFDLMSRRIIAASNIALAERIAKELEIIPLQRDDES
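CHO-M1, 2000 cells/well, cultured 16–30 h; cpd up to 46 uM; carbachol (50 uM solution, stimulation buffer w/ 50 mM LiCl, pH 7.4), 30 min 37C; IP-One TR-FRET, 10 min RT; Ex 320/Em 665, 620; Hill-fit AC50.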
15-hLO-2 inh = qHTS Assay for Inhibitors of 15-hLO-2 (15-human lipoxygenase 2). Potency, µM (series often up to 57.1 µM), inactives show at the top dose activity change, negative = inhibition, usual class: inhibitors. 110,000 compounds, 0.56% hits. Polyunsaturated fatty acid lipoxygenase ALOX15B (Homo sapiens), O15296. AID 881, 2007. purified 15hLO-2, xylenol orange hydroperoxide absorbance; also: potency is read from the fitted curve at half-maximal effect; nearly all actives have a fitted effect of over 60% in size; many of its hits are not listed in these tables
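Purified human 15hLO-2 (50 nM final) preincubated with compounds 15 min at room temperature in 25 mM Hepes pH 7.5, 0.01% Triton X-100, then 45 uM arachidonic acid added for 90 min; hydroperoxide detected via ferrous/xylenol orange, 573/405 nm absorbance ratio.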
PNC assembly inh = High Content Assay for Compounds that inhibit the Assembly of the Perinucleolar Compartment. PC3M PTB-GFP, PNC prevalence imaging, 16 h; hits give low values. 140,000 compounds, 3.1% hits. activity change (PNC), negative = inhibition, % at 10 µM;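 active = readout at or below -70, meaning at least 70% loss of cells showing the perinucleolar compartment, a nuclear body marking cancer cells; inconclusive = readout between -30 and a set limit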;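 also: plate controls were DMSO wells for no effect and camptothecin positive control wells for full effect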
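Read-out is percentage of cells bearing a perinucleolar compartment, from automated 20x imaging of fixed, Hoechst-stained PC3M PTB-GFP cells. Cells were seeded 4 h, then exposed 16 h to compound (23 nl of library stock) in duplicate plates.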
* marks the source's active call; other numbers are inactive results; & = joins results of further samples; [ ] = another dose, or the depositor's remark. Unless noted, calls follow the shape of the dose curve; as a rule, active = well fitted curve in the direction sought with a large enough effect; inconclusive = small, poorly fitted or top-dose-only effect, or another doubt; inactive = no such curve, though single readings can be large; an effect the other way counts as inactive or inconclusive. Unless noted, % is scaled to controls: 0 for no effect and ±100 for the full control effect. Not all compounds are listed; the hit share may differ from the screen's.

Screening CC(C)OC(=O)/C(=C\C=C\c1ccccc1)NC(=O)c1ccccc1 returned ALOX12 inhib -1%, IMPase cell inh 3, 15-hLO-2 inh 1% and PNC assembly inh 15.
For O=C(O)C1CCCN1S(=O)(=O)c1cc(Cl)ccc1Cl (stereo not given) the results were ALOX12 inhib 6%, IMPase cell inh -4, 15-hLO-2 inh 0% and PNC assembly inh -8.
For CN(C(=O)CCc1nc2ccccc2s1)c1ccccc1 the results were ALOX12 inhib 4%, IMPase cell inh -2, 15-hLO-2 inh 1% and PNC assembly inh -112*.
Screening c1ccc(NC2=Nc3ccccc3CC2)cc1 returned ALOX12 inhib 8%, IMPase cell inh 9, 15-hLO-2 inh 18% and PNC assembly inh 14.
`Cc1ccc(NC(=O)CCNS(=O)(=O)c2ccccc2)c(C(=O)c2ccccc2)c1` gave ALOX12 inhib -1%, IMPase cell inh 0 and PNC assembly inh -14.
N[C@@H](C(=O)O)c1ccc(P(=O)(O)O)cc1 was read as ALOX12 inhib -1%, IMPase cell inh -7 and 15-hLO-2 inh 18%.
`CN(C(=O)c1cccc(N2C(=O)C3CC=CCC3C2=O)c1)C1CCCCC1` (stereo not given) gave ALOX12 inhib 2%, IMPase cell inh 0, 15-hLO-2 inh -4% and PNC assembly inh 3.
`CN1CCc2nc(NC(=O)c3cccc(OC(F)F)c3)sc2C1` gave ALOX12 inhib -1%, IMPase cell inh -4, 15-hLO-2 inh 40%[activator] and PNC assembly inh 32.
Screening CCS(=O)CCSC(=N)N (stereo not given) returned ALOX12 inhib 1%, IMPase cell inh -2, 15-hLO-2 inh -2% and PNC assembly inh -3.
`O=C(OCc1nc2ccccc2s1)c1cnccn1` gave ALOX12 inhib -3%, IMPase cell inh 5, 15-hLO-2 inh 4% and PNC assembly inh 38.
`Cc1cccc(OCC(=O)OCC(=O)c2c(N)n(C)c(=O)n(C)c2=O)c1` gave ALOX12 inhib 3%, IMPase cell inh 2, 15-hLO-2 inh -5% and PNC assembly inh 81.
CCc1ccccc1NC(=O)CN(C)Cc1nc(N)nc(Nc2ccccc2C)n1 was read as ALOX12 inhib 4%, IMPase cell inh -2, 15-hLO-2 inh 61%[activator] and PNC assembly inh inconclusive.
Screening CC(C)OC(=O)c1nn2c(C(F)(F)F)cc(-c3ccc(Br)o3)nc2c1Br returned ALOX12 inhib -7%, IMPase cell inh 6, 15-hLO-2 inh -15% and PNC assembly inh 44.
`CC[N+](CC)(CC)CCOc1cccc(OCC[N+](CC)(CC)CC)c1OCC[N+](CC)(CC)CC` gave ALOX12 inhib -1%[25.6 µM], IMPase cell inh 4[20.6 µM] and 15-hLO-2 inh -14%[25.6 µM].
Screening COc1ccc(OC)c(Nc2nc(-c3sc(C)nc3C)cs2)c1 returned ALOX12 inhib -6%, IMPase cell inh 10, 15-hLO-2 inh 16% and PNC assembly inh 22.
`COc1ccc(-n2c(N)c(C(=O)NCc3ccco3)c3nc4ccccc4nc32)cc1OC` gave ALOX12 inhib -6% and PNC assembly inh 57.
O=C(Nc1ccc(Cl)cc1)OCCN1CCN(Cc2ccccc2)CCC1=O was read as ALOX12 inhib 1%[0.00818 µM] and 15-hLO-2 inh 16%[0.0915 µM].
`CC(C)(C)NC(=O)CSc1ccc(C(C)(C)C)cc1` gave ALOX12 inhib -2%, IMPase cell inh 5 and PNC assembly inh -27.
For C/C(CCC(=O)O)=N/Nc1ccc([N+](=O)[O-])cc1[N+](=O)[O-] the results were ALOX12 inhib -27% and PNC assembly inh -87*.
`C=CCn1c(NC(=O)c2ccc(Br)o2)c(C(=O)OCC)sc1=S` gave ALOX12 inhib -13%, IMPase cell inh 10, 15-hLO-2 inh -25% and PNC assembly inh -15.
Screening O=C(NCC(c1cccs1)N1CCOCC1)c1ccccc1NS(=O)(=O)c1ccc(Cl)cc1 (stereo not given) returned ALOX12 inhib 1%, IMPase cell inh 6 and PNC assembly inh 21.
For Cc1occc1C(=O)NNC(=S)NCc1ccccc1 the results were ALOX12 inhib -6% and PNC assembly inh 61.
`O=C(OCC(=O)N1CCCC1)c1cccs1` gave ALOX12 inhib -2%, IMPase cell inh 7, 15-hLO-2 inh 0% and PNC assembly inh 22.
For CCOC(=O)c1cnc(SC)nc1Oc1cccc(NS(=O)(=O)c2ccc(Cl)cc2)c1 the results were ALOX12 inhib 9%, IMPase cell inh 5 and PNC assembly inh -100*.

Some of these compounds in order of molar mass, highest first:
Screening O=C(NCC(c1cccs1)N1CCOCC1)c1ccccc1NS(=O)(=O)c1ccc(Cl)cc1 (stereo not given) returned ALOX12 inhib 1%, IMPase cell inh 6 and PNC assembly inh 21.
`COc1ccc(-n2c(N)c(C(=O)NCc3ccco3)c3nc4ccccc4nc32)cc1OC` gave ALOX12 inhib -6% and PNC assembly inh 57.
`C=CCn1c(NC(=O)c2ccc(Br)o2)c(C(=O)OCC)sc1=S` gave ALOX12 inhib -13%, IMPase cell inh 10, 15-hLO-2 inh -25% and PNC assembly inh -15.
O=C(Nc1ccc(Cl)cc1)OCCN1CCN(Cc2ccccc2)CCC1=O was read as ALOX12 inhib 1%[0.00818 µM] and 15-hLO-2 inh 16%[0.0915 µM].
`O=C(OCC(=O)N1CCCC1)c1cccs1` gave ALOX12 inhib -2%, IMPase cell inh 7, 15-hLO-2 inh 0% and PNC assembly inh 22.

Following part:
`O=C(CN1CCN(c2ccc(Cl)cc2)CC1)N1CCCC1` gave ALOX12 inhib -2%, IMPase cell inh -2, 15-hLO-2 inh 0% and PNC assembly inh -25.
Screening Fc1ccc(CN2CCN3CCCC3C2C2CCCCC2)cc1F (stereo not given) returned ALOX12 inhib 5%, IMPase cell inh 9, 15-hLO-2 inh 29% and PNC assembly inh 10.
For C/C(=N\n1nnnc1Nc1ccccc1)c1ccc(N)cc1 the results were ALOX12 inhib 3%, IMPase cell inh -1, 15-hLO-2 inh -18% and PNC assembly inh -7.
COC(=O)CNC(=O)C(NC(=O)c1ccc(Cl)cc1)C(C)C (stereo not given) was read as ALOX12 inhib -2%, IMPase cell inh -1, 15-hLO-2 inh -1% and PNC assembly inh 28.
CCn1c(-c2cc3ccccc3cc2O)n[nH]c1=S was read as ALOX12 inhib -4%, IMPase cell inh -3, 15-hLO-2 inh -20% and PNC assembly inh -12.
For O=C(C1CCCCC1)N(Cc1nc2sc3c(c2c(=O)[nH]1)CCCC3)Cc1cccs1 the results were ALOX12 inhib -9%, IMPase cell inh 7, 15-hLO-2 inh 14% and PNC assembly inh 6.
O=C(Nc1cc(C(=O)Nc2ccc(S(=O)(=O)O)cc2S(=O)(=O)O)cc(C(=O)Nc2ccc(S(=O)(=O)O)cc2S(=O)(=O)O)c1)Nc1cc(C(=O)Nc2ccc(S(=O)(=O)O)cc2S(=O)(=O)O)cc(C(=O)Nc2ccc(S(=O)(=O)O)cc2S(=O)(=O)O)c1 was read as ALOX12 inhib 2%&3%, IMPase cell inh -1&-3 and 15-hLO-2 inh 44%&38%[activator].
Screening O=c1[nH]cnc2nn(-c3ccccc3)nc12 returned ALOX12 inhib 0%, IMPase cell inh -1, 15-hLO-2 inh -3% and PNC assembly inh 12.
`Cc1ccc(Cl)cc1N1CCN(Cc2nnnn2C2CCCCC2)CC1` gave ALOX12 inhib 9%, IMPase cell inh 4, 15-hLO-2 inh 9% and PNC assembly inh 44.
Screening CCOC(=O)CCS(=O)(=O)c1ccc(-c2ccc(S(=O)(=O)CCC(=O)OCC)cc2)cc1 returned ALOX12 inhib -1%, IMPase cell inh 1, 15-hLO-2 inh -1% and PNC assembly inh -18.
For CCCn1c(C(O)c2ccc(OCC)cc2)nc2ccccc21 (stereo not given) the results were ALOX12 inhib -6%, IMPase cell inh 12, 15-hLO-2 inh 44%[activator] and PNC assembly inh -18.
`CC1=CC(=O)C=C(C)C1=NOS(=O)(=O)c1ccccc1` gave ALOX12 inhib -8%, IMPase cell inh inconclusive, 15-hLO-2 inh -12% and PNC assembly inh -14.
Screening NC(=O)C1C(c2ccccc2)=C1c1ccccc1 returned ALOX12 inhib -1%, IMPase cell inh 8, 15-hLO-2 inh 0% and PNC assembly inh -127*.
Screening CC1CN(CC(O)COc2ccc(C(=O)c3ccccc3)cc2)CC(C)O1 (stereo not given) returned ALOX12 inhib 4%, IMPase cell inh 14, 15-hLO-2 inh 12% and PNC assembly inh 32.
Screening CCN(CC)S(=O)(=O)c1ccc(N2CCCCC2)c(NC(=O)/C=C/c2ccc(OC)c(OC)c2)c1 returned ALOX12 inhib 0%, IMPase cell inh 5 and PNC assembly inh -6.
Screening CCN(CC)S(=O)(=O)c1cc(C(=O)NC2CCCCC2)ccc1C returned ALOX12 inhib -5%, IMPase cell inh 3, 15-hLO-2 inh 2% and PNC assembly inh inconclusive.
O=c1c2ccccc2c(/C=N/n2cnnc2)c(O)n1-c1ccccc1 was read as ALOX12 inhib 5%, IMPase cell inh -17, 15-hLO-2 inh -8% and PNC assembly inh 40.
For CCCn1c(-c2ccc(F)cc2)nc2c(N3CCCN(Cc4ccccc4)CC3)nc(C)nc21 the results were ALOX12 inhib -8% and 15-hLO-2 inh 26%.
Clc1ccc2c(c1)-c1nnc(Br)n1-c1ccccc1S2 was read as ALOX12 inhib -4%, IMPase cell inh 0 and PNC assembly inh -100*.
Screening CCCCCN(C(=O)NC(=O)Nc1ccccc1OC)S(C)(=O)=O returned ALOX12 inhib 1%, IMPase cell inh 14, 15-hLO-2 inh 1% and PNC assembly inh -25.
Screening CCC(=O)c1cccc2c1N=CC1=C(CC(C)(C)CC1=O)N2 returned ALOX12 inhib -2%, IMPase cell inh -1, 15-hLO-2 inh -6% and PNC assembly inh 2.
COc1ccc2c(c1)CC/C(=C\c1ccc(OC)c(Cn3cccn3)c1)C2=O was read as ALOX12 inhib -5%, IMPase cell inh 10, 15-hLO-2 inh -4% and PNC assembly inh 23.
`COc1ccccc1CNC(=O)COC(=O)C1=COCCO1` gave ALOX12 inhib 0%, IMPase cell inh -9, 15-hLO-2 inh 8% and PNC assembly inh -9.
`Cc1c(NC(=O)CCCCCN2C(=O)C3C4C=CC(C4)C3C2=O)c(=O)n(-c2ccccc2)n1C` (stereo not given) gave ALOX12 inhib 3%, IMPase cell inh inconclusive, 15-hLO-2 inh 0% and PNC assembly inh -5.
Screening Cc1cc(C)c2nc(SC(C)C(=O)NCC(=O)Nc3ccc(F)c(F)c3F)cc(C)c2c1 (stereo not given) returned ALOX12 inhib -1%, IMPase cell inh 9 and PNC assembly inh inconclusive.
Screening COc1ccc(S(=O)(=O)N(C)CC(=O)NCc2cccnc2)cc1 returned ALOX12 inhib 2%, IMPase cell inh 3, 15-hLO-2 inh 4% and PNC assembly inh -4.
Screening O[C@@H](COc1cccc2ccccc12)CN1CCOCC1 returned ALOX12 inhib -12%[11.4 µM] and 15-hLO-2 inh -4%[11.4 µM].
CCOC(=O)C(NCc1ccc(F)cc1)(NC(=O)c1ccccc1)C(F)(F)F (stereo not given) was read as ALOX12 inhib 0%, IMPase cell inh 5 and PNC assembly inh 8.
`Fc1ccc(Cn2nnc(-c3ccc(CN4CCOCC4)cc3)n2)cc1` gave ALOX12 inhib -3%, IMPase cell inh 10, 15-hLO-2 inh 2% and PNC assembly inh -8.
For CC(C)NC(=O)Cn1cnc2c1c(=O)n(C)c(=O)n2C the results were ALOX12 inhib -3%, IMPase cell inh 2, 15-hLO-2 inh -2% and PNC assembly inh 34.
